Screening data (PubChem)
CHO-K1 Ca antag: nonselective inhibitor or artifact in parental CHO-K1 cells; ATP-induced calcium, Fluo-8 fluorescence; inhibition, % at 3 µM; 360,000 compounds, 0.6% hits;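 active = inhibition above a per-plate cutoff, the plate's mean sample inhibition plus 3 SD, cut at about 24% in these data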;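 also: 0% = DMSO plus EC80 ATP and 100% = DMSO alone without ATP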
CHO parental Ca: counter-screen for OX1R antagonists: effect in parental CHO cells. AID 463079. inhibition, % at 5.6 µM. parental CHO-K1, ATP-induced calcium, Fluo-8 fluorescence. 330,000 compounds, 0.63% hits;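 active = inhibition above that plate's mean sample inhibition plus 3 SD, cut at about 26% in these data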;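 also: 0% = ATP-challenged DMSO wells and 100% = DMSO wells without ATP; some compounds past the cut are filed as inactive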
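Material: parental CHO cells / Compound: single nominal dose of 5.6 µM per compound / Signal: Fluo-8 fluorescence / Replicates: singlicate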
CHO-K1 Ca PAM: counter-screen for M1 PAMs: effect in parental CHO-K1 cells; ATP EC20, Fluo-8 calcium fluorescence; 0% at ATP EC20, 100% at ATP max; activation, % at 3 µM; 360,000 compounds, 0.02% hits; AID 602247;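 active = activation above the run cutoff, the mean activation of all test compounds plus 3 SD, cut at about 40% in these data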;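 also: peak over basal fluorescence ratio in a 140 s read after ATP addition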
V1R ag counter: V1a receptor agonism, counter-screen for OXTR agonists; P37288; CHO-V1R cells, Fluo-8 calcium fluorescence, agonist mode; 0% DMSO, 100% 3 nM vasopressin; activation, % at 3 µM; 320,000 compounds, 0.25% hits;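 active = activation above the mean activation of all tested compounds plus 3 SD, per screening run, cut at about 20% in these data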;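 also: signal is peak over basal fluorescence ratio across a 100 second FLIPR read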
OXTR ag: human OXTR agonism; 320,000 compounds, 0.32% hits; P30559; CHO-OTR cells, Fluo-8 calcium fluorescence; normalized: DMSO 0%, oxytocin 100%; activation, % at 3 µM; AID 2435;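 active = activation above the mean of all tested compounds plus 3 SD, cutoff set per screening run, cut at about 20% in these data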;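 also: peak over basal fluorescence ratio from a 100 s FLIPR kinetic read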
Target sequence (P30559 whole entry, looked up): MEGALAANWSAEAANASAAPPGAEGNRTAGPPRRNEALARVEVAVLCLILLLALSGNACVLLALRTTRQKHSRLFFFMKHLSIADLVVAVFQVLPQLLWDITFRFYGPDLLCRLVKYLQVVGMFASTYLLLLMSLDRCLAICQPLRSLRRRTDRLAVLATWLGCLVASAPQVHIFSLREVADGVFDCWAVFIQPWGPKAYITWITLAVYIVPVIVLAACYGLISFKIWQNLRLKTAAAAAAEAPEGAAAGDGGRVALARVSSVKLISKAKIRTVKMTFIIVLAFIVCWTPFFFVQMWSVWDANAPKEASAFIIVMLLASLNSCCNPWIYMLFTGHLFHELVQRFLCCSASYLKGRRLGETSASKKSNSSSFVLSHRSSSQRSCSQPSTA
OXTR potentiate: potentiates the human oxytocin receptor response; P30559; CHO-OTR cells, Fluo-8 calcium fluorescence, potentiator mode; 0% = oxytocin EC15, 100% = EC100; activation, % at 3 µM; 320,000 compounds, 0.061% hits;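 active = activation above that plate's cutoff, the mean activation of tested compounds plus 3 SD, cut at about 6.6% in these data, passing the limit was not always enough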;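 also: 100% uses oxytocin at 75 nM as the full agonist control; some results filed as inactive read as strong as hits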
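test system = CHO-OTR cells, human receptor | compound = single-point 3.0 µM | schedule = 6 min compound pre-incubation at room temperature, 100 s kinetic read | signal = Fluo-8 no-wash calcium dye fluorescence, excitation 470-495 nm, emission 515-575 nm | repeats = single well per compound, singlicate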
TAAR1 antagonist: antagonists of human TAAR1; Q96RJ0; CHO RD-HGA16 TAAR1, Fluo-8 calcium fluorescence, antagonist; inhibition, % at 3 µM; 360,000 compounds, 1.5% hits;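 active = inhibition above a per-plate cutoff, the mean inhibition of test compounds on that plate plus 3 SD, cut at about 49% in these data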;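 also: 0% = DMSO plus EC80 beta-PEA response and 100% = DMSO alone without agonist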
Target sequence (Q96RJ0 whole entry, looked up): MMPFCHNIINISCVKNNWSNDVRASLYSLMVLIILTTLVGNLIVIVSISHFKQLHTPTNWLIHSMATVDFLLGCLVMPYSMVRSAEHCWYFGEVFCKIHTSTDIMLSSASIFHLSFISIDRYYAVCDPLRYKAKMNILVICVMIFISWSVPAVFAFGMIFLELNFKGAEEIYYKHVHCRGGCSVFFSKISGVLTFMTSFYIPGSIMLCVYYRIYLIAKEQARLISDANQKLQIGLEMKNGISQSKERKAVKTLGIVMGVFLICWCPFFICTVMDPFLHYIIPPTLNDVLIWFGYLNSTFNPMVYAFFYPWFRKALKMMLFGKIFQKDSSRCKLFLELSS
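Test system – hTAAR1-expressing CHO RD-HGA16 cells, Gα16-coupled · Reagent – β-PEA at EC80 concentration, post-compound challenge · Compound dosing – 3 µM, single point · Timing – 140 s kinetic read after compound, 140 s after agonist · Detection – Fluo-8 intracellular calcium dye fluorescence, real-time kinetic reads · Control set – DMSO and EC80 PEA controls · Repeats – n of 1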
GPR7 antag: antagonists of human GPR7 (neuropeptides B/W receptor 1); P48145; GPR7-expressing cells, fluorescence antagonist assay; inhibition, % at 4.4 µM; 290,000 compounds, 1.1% hits; AID 1861; in the data active = inhibition above about 16%, passing the limit was not always enough;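 also: cells stimulated with the agonist NPW; 0% = agonist with vehicle and 100% = vehicle without agonist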
Target sequence (P48145 whole entry, looked up): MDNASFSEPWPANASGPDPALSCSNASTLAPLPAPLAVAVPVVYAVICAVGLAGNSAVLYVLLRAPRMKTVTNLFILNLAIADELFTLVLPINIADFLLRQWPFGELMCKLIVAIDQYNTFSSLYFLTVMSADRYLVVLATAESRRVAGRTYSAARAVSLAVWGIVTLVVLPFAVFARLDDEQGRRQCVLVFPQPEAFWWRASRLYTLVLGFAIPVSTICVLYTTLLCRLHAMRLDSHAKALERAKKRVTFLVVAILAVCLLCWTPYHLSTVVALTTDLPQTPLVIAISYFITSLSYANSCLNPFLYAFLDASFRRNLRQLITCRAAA
M1 ag parental: M1 agonist counterscreen hit in parental CHO-K1 cells; Fluo-8 calcium fluorescence; scaled to maximal ATP response, vehicle zero; activation, % at 3 µM; 360,000 compounds, 0.48% hits; AID 602248; in the data active = activation above about 15%;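 also: untransfected CHO-K1 host cells lacking M1 receptor as counterscreen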
* marks the source's active call; other numbers are inactive results; · = no result given; & = joins results of further samples.

SMILES | CHO-K1 Ca antag | CHO parental Ca | CHO-K1 Ca PAM | V1R ag counter | OXTR ag | OXTR potentiate | TAAR1 antagonist | GPR7 antag | M1 ag parental
COc1ccc(CNC(=O)C2CCCN2C(=O)NCc2ccccc2)cc1 (stereo unspecified) | -16 | -12 | 17 | 0.7 | -0.7 | 0 | -1 | 2 | 0.1
Cc1ccc(-n2c(SCC(=O)NCc3ccco3)nc3sc(C)c(C)c3c2=O)cc1 | -12 | -18 | 23 | -0.1 | -1.8 | -16 | 16 | 8 | 0.5
Oc1ccc2c(ccc3[nH]cnc32)c1 | -13 | -4 | 7 | -0.4 | -0.2 | 2 | -4 | 2 | 0.3
CN(C)c1cnn(-c2ccccc2)c(=O)c1Cl | -8 | 2 | 6 | 1.0 | -1.8 | 0 | -22 | -3 | -0.1
Cc1cc(C)c(S(=O)(=O)N(CC(=O)O)C2CCCCC2)c(C)c1 | -1 | -10 | 8 | -0.5 | -0.3 | 5 | -5 | -11 | -0.4
COc1ccc(Cl)cc1C(=O)NNC(=O)c1csc(N2CCOCC2)n1 | 1 | -10 | 12 | -0.4 | -0.6 | -4 | -6 | · | 0.2
O=S(=O)(NC1CCCCC1N1CCN(c2ccccc2F)CC1)c1ccccc1 (stereo unspecified) | -18 | -17 | 19 | -0.9 | -2.9 | -1 | -33 | -16 | 1.3
COc1ccc(-n2nnnc2CNC(=O)c2ccc3c(c2)OCO3)cc1 | 11 | 4 | 8 | 0.6 | -0.3 | -11 | -4 | · | 0.4
CCOc1ccc2nc(SCc3cccc(C)c3)nc(C)c2c1 | -2 | -2 | 18 | 1.1 | 1.2 | 8 | 2 | -2 | 4.6
CC(=O)c1ccc(OCC(O)CN2CCN(Cc3ccc4c(c3)OCO4)CC2)cc1 (stereo unspecified) | -11&-6 | -14&-1 | 32&21 | 0.0&0.0 | 3.6&1.4 | -3&0 | -3&-8 | -5 | 1.8&0.2
O=C1N=C(N2CCOCC2)S/C1=C/c1cccs1 | 11 | -1 | -10 | 0.8 | 0.6 | -8 | -12 | 4 | 0.0
Cc1nc2ccc3[nH]snc3c2n1 | -3 | 4 | 19 | 1.2 | 0.8 | 6 | -1 | 0 | 0.1
CC(CCc1ccccc1)NC(=O)CCC(=O)N1CCC(C(=O)O)CC1 (stereo unspecified) | -12 | -6 | 11 | -1.2 | -0.8 | -12 | -17 | 4 | 0.0
Cc1ccc(NC(=O)/C(=C/c2cccs2)NC(=O)c2ccco2)cc1 | 2 | 0 | -1 | 0.4 | 1.1 | 2 | 18 | -5 | 0.3
O=C(O)Cn1cc(CN2CCOCC2)c2ccccc21 | 1 | 1 | 1 | 0.1 | -0.1 | -14 | -8 | -18 | 0.2
CC(=O)C1=C(O)C(=O)N(c2ccc(F)cc2)C1c1ccc(C)cc1 (stereo unspecified) | 5 | 3 | 22 | 2.1 | -0.1 | -17 | -21 | 0 | 7.1
Cc1cc(-c2ccc(S(=O)(=O)N3CCN(c4ccccc4F)CC3)s2)on1 | 3 | 4 | 5 | 1.2 | 0.4 | -11 | -27 | 16 | 3.3
COCCNC(=O)C1(C)CCCN(Cc2c(C)nn(-c3ccccc3)c2C)C1 (stereo unspecified) | -7 | · | 10 | · | · | · | 12 | · | 0.7
COc1ccc(C2CC(=O)c3cnc(NC(=O)c4cc(OC)cc(OC)c4)nc3C2)cc1 (stereo unspecified) | -6 | -1 | 8 | 1.2 | -1.0 | -9 | 9 | -4 | 1.7
CC(C)CCN1CCN(Cc2cc(F)ccc2-n2cccn2)CC1CCO (stereo unspecified) | -18 | -4 | 17 | -0.6 | -0.5 | -2 | -37 | 0 | 0.6
Cc1ccc(S(=O)(=O)N2CCOCC2)cc1NC(=O)COC(=O)c1ccc(Br)cc1 | -16 | -20 | 15 | 3.2 | 6.5 | -10 | 12 | · | 1.4
CCC1SC2=NCCN2C1(O)c1ccc(Cl)cc1 (stereo unspecified) | -1 | -13 | 3 | -0.8 | 0.1 | -1 | 8 | 11 | 0.4
O=C(Cc1ccc(-n2c(=O)c3sccc3n(CC(=O)Nc3ccccc3)c2=O)cc1)NCc1ccco1 | -11 | -5 | 26 | -1.1 | -0.5 | -10 | -10 | -3 | 0.4
COc1ccc(CCNc2ncnc3c2[nH]c2cc(OC)c(OC)cc23)cc1OC | 3 | -12 | -2 | -1.6 | -0.1 | -1 | 26 | -1 | 3.2
COc1cc(C(=O)NCCCNC(=O)c2cc(OC)c(OC)c(OC)c2)cc(OC)c1OC | -2 | -7 | -7 | 0.0 | 0.9 | -4 | -5 | · | 0.1
c1ccc(CSc2nc3ncncc3[nH]2)cc1 | 1 | 13 | -3 | 0.4 | 0.1 | 1 | -20 | -17 | 0.1
CCc1c(C)nc2cc(-c3cccc(Br)c3)[nH]n2c1=O | 0 | 5 | 6 | 3.4 | 1.4 | -3 | 3 | 18 | 2.0
CCCOC(=O)c1ccc(O)c(OC)c1 | 1 | 12 | 12 | -1.0 | 16 | -4 | -11 | -3 | 0.0
Cn1c(-c2ccccc2)cnc1NCc1ccc(-c2ccccc2)cc1 | 0 | -13 | 15 | 2.6 | 1.3 | -2 | 5 | -14 | 2.9
O=C(CCc1nnc(-c2ccccc2)o1)NCc1cc(F)ccc1F | -12 | -27 | 17 | -0.6 | -1.0 | -6 | -13 | -8 | 0.8
Cn1c(N)c(S(=O)(=O)NCc2ccc(Cl)cc2)c(=O)n(C)c1=O | -15 | -8 | 26 | 0.9 | 0.0 | -3 | -4 | -4 | 0.7
Cc1ccc(C(=O)Cc2ccccc2)c(O)c1 | -7 | · | -10 | · | · | · | -20 | · | -0.9
NS(=O)(=O)c1ccc(NC(=S)NCc2ccccc2)cc1 | -7 | -4 | 21 | 0.1 | 0.8 | 3 | 15 | -4 | 0.7
Cc1cccc(N2CCN(Cc3c(C)n(C)n(-c4ccccc4)c3=O)CC2)c1C | -5 | -16 | 12 | 0.5 | 0.6 | 5 | 14 | -9 | 0.8
Cn1ccnc1SCC(=O)n1c2c(c3ccccc31)CCCC2 | -5 | -17 | 16 | -0.6 | -1.5 | -1 | -3 | -10 | -0.2
Cc1cccc(NC(=O)NC(C)C(c2cccs2)N2CCOCC2)c1 (stereo unspecified) | -10 | -8 | 19 | 0.8 | -0.3 | -2 | -12 | -4 | 0.5
O=[N+]([O-])c1cc(S(=O)(=O)C(F)(F)F)ccc1Sc1nc2ccccc2s1 | -12 | 9 | 23 | -0.1 | -1.6 | -4 | -2 | 1 | 0.8
Cc1cccc(-c2nc(CS(=O)CC(=O)N3CCN(C)CC3)c(C)o2)c1 (stereo unspecified) | 3 | -1 | 12 | -0.2 | 0.0 | 0 | 6 | -6 | 0.2
CCCCOC(=O)C1=C(C)Nc2ncnn2C1c1cccc(OC)c1OC (stereo unspecified) | 7 | -9 | 0 | 0.0 | 2.3 | 6 | 7 | -12 | 0.2
CCOC(=O)/C=C/C(=O)Nc1nccs1 | -3 | -3 | -10 | 1.6 | 1.2 | 0 | -5 | -2 | -0.1
Cc1nn(-c2ccccc2)c(Cl)c1/C=N/NC(=O)c1ccco1 | 6 | -4 | 8 | 0.0 | -0.6 | -10 | -18 | -1 | 0.5
Cc1c(C(=O)N2CCCC(C)(C(=O)NS(=O)(=O)C3CC3)C2)oc2ccccc12 (stereo unspecified) | 1 | · | 5 | · | · | · | -16 | · | 0.8
O=C(COC(=O)Cn1cnc2ccccc21)Nc1ccccc1C(F)(F)F | -10 | -4 | -7 | 1.3 | 2.2 | -2 | -1 | · | 0.0
O=C(N/N=C1\CCc2ccccc21)c1ccccc1O | 18 | -3 | -12 | 1.3 | 0.1 | -1 | -10 | -3 | 0.2
O=C(NNC1CC(=O)N(c2ccccc2)C1=O)c1cccnc1 (stereo unspecified) | -6 | -3 | 5 | 0.2 | 0.5 | -6 | 6 | -9 | 0.2
CC(=O)c1ccc(OCC(O)COc2ccc(C(C)=O)cc2)cc1 | -15 | -1 | 7 | -0.1 | -0.7 | -4 | 21 | 5 | 3.0
Clc1cccc(-c2nc(NCCCN3CCOCC3)c3ccccc3n2)c1 | -12 | -22 | -2 | 1.8 | 6.2 | -14 | 29 | 5 | 3.0
CCOC(=O)c1[nH]cnc1C(=O)Nc1ccc(F)cc1 | -7 | -14 | 7 | 0.4 | -0.3 | -6 | -2 | 0 | 2.2

By substructure, the entries above containing a CF3 group
SMILES | CHO-K1 Ca antag | CHO parental Ca | CHO-K1 Ca PAM | V1R ag counter | OXTR ag | OXTR potentiate | TAAR1 antagonist | GPR7 antag | M1 ag parental
O=[N+]([O-])c1cc(S(=O)(=O)C(F)(F)F)ccc1Sc1nc2ccccc2s1 | -12 | 9 | 23 | -0.1 | -1.6 | -4 | -2 | 1 | 0.8
O=C(COC(=O)Cn1cnc2ccccc21)Nc1ccccc1C(F)(F)F | -10 | -4 | -7 | 1.3 | 2.2 | -2 | -1 | · | 0.0

More records follow.
SMILES | CHO-K1 Ca antag | CHO parental Ca | CHO-K1 Ca PAM | V1R ag counter | OXTR ag | OXTR potentiate | TAAR1 antagonist | GPR7 antag | M1 ag parental
O=C(Nc1cccc(F)c1)Nc1ccnn1C1CCN(C(=O)CCN2CCCO2)CC1 | 1 | 1 | -6 | -0.8 | -0.4 | -10 | -21 | -11 | -0.1
COc1ccc(CN2CCN(S(=O)(=O)c3ccc(NC(C)=O)cc3)CC2)cc1OC | -21 | -20 | 7 | 1.4 | 1.6 | -5 | 8 | 6 | 4.3
CN1C(=O)[C@H]2[C@@H](c3ccccc3)N[C@]3(CCCN(Cc4ccc(F)cc4)C3=O)[C@H]2C1=O | 1 | · | 1 | · | · | · | 2 | · | 0.1
CCOc1ccccc1OCCC(=O)N1CCN(S(=O)(=O)c2ccccc2[N+](=O)[O-])CC1 | -13 | -31 | 8 | 1.8 | 1.0 | 6 | -26 | · | 1.9
NC(=O)C1CCN(c2ccc(C(F)(F)F)cn2)CC1 | -16 | 7 | 20 | 1.2 | -0.1 | -9 | -15 | 10 | 0.3
COc1ccccc1CCC(=O)OCC(=O)NC1CC1 | 11 | -2 | -7 | 0.5 | -0.1 | -10 | -2 | · | -0.1
Cc1csc2ncc(C(=O)N3CCc4ccccc43)c(=O)n12 | -5 | -6 | 21 | 0.4 | -0.3 | 0 | -9 | -11 | -0.2
CCOC(=O)C1(Cc2ccc(OC)cc2)CCN(C(=O)c2cccc3nccnc23)CC1 | 19 | -15 | -12 | 0.2 | -0.2 | -2 | -14 | 1 | 0.1
Cc1ccc(C(=O)Nc2ccc3c(c2)OCO3)cc1Cl | 18 | 4 | -12 | -0.8 | -0.9 | -10 | -32 | -7 | -0.6
CCOC(=O)C1=CCN(S(=O)(=O)c2ccc(Cl)cc2)C1c1ccccc1 (stereo unspecified) | 20 | · | -1 | · | · | · | 19 | · | 2.4
